# HP1b binding inh: HTS for Inhibitors of HP1-beta Chromodomain Interactions with Methylated Histone Tails. Chromobox protein homolog 1 (Homo sapiens), P83916. AlphaScreen HP1-beta / biotin-H3K9me3 peptide binding. Potency, µM (highest dose often 114 µM), for inactives: top-dose activity change, negative = inhibition, usual class: inhibitors. hit rate 0.56% among 390,000; further: potency means the concentration at half of the fitted maximal effect; nearly all actives have a fitted effect of over 70% in size; inactives centre near 23
# Target sequence (P83916 whole entry, looked up): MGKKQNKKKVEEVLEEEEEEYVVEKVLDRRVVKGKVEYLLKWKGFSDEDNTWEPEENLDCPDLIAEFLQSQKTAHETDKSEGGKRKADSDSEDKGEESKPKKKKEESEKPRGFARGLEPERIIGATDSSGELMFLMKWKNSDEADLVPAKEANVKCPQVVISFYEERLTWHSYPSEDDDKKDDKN
#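 HP1-beta protein (50 nM final) preincubated 30 min at room temperature with biotinylated H3(1-18)K9me3 peptide (50 nM) in PBS pH 7.4, 0.01% Tween-20, then compound added for 30 min. AlphaScreen streptavidin donor/nickel chelate acceptor beads (10 ug/mL final), 30 min dark, luminescence read.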
# G9a inh: qHTS Assay for Inhibitors of Histone Lysine Methyltransferase G9a; G9a H3K9 monomethylation, AlphaScreen, 2 h; Potency, µM (highest dose often 102 µM), without a hit: at the top dose activity, negative = inhibition, hits mostly inhibitors; hit rate 8.8% among 350,000; AID 504332, 2011; further: potency means the concentration at half of the fitted maximal effect; on the % scale 0 is the no-effect control and ±100 the full control effect; nearly all actives have a fitted effect of over 75% in size
# Target sequence (Q96KQ7 913-1193 limits assumed): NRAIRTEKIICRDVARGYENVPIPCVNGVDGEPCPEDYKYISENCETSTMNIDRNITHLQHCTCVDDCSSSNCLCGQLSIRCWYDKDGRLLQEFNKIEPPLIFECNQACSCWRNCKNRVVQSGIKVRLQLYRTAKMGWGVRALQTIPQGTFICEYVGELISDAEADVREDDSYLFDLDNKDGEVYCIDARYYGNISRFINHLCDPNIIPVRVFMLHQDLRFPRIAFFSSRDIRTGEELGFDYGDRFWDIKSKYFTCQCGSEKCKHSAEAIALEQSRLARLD
#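 Methyltransferase reactions run at room temperature for 2 h (20 nM enzyme, 500 nM biotin-H3K9 peptide, 20 uM SAM) after a 15 min compound preincubation; product detected by AlphaScreen beads and anti-H3K9me1 antibody.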
# Pol eta inh: qHTS for Inhibitors of Polymerase Eta | Potency, µM (doses to about 114 µM), without a hit: top-dose activity change, negative = inhibition, actives largely listed as inhibitors | hit rate 1.2% among 390,000 | recombinant Pol eta, fluorescent DNA replication assay | DNA polymerase eta (Homo sapiens), Q9Y253 | AID 588591, 2011; further: potency means the concentration at half of the fitted maximal effect; on the % scale 0 is the no-effect control and ±100 the full control effect
#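 Pol eta at 10 nM preincubated with compounds 15 min at room temperature; reaction started with fluorescent substrate (50 nM final) and read kinetically at 0 and 10 min.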
# JMJD2A Tudor: qHTS Assay for Inhibitors of JMJD2A-Tudor Domain; hit rate 4.4% among 390,000; AlphaScreen JMJD2A-Tudor / H3K4me3 peptide binding; Lysine-specific demethylase 4A (Homo sapiens), O75164; AID 504339, 2011; Potency, µM (series often up to 114 µM), inactives show at the top dose activity change, negative = inhibition, most hits filed as inhibitors; further: potency means the concentration at half of the fitted maximal effect; on the % scale 0 is the no-effect control and ±100 the full control effect; nearly all actives have a fitted effect of over 50% in size
# BAZ2B block: qHTS Assay for Inhibitors of BAZ2B; AlphaScreen BAZ2B-H3K14Ac peptide displacement; Potency, µM (highest dose often 114 µM), inactives show at the highest dose activity change, negative = inhibition, hits mostly inhibitors; hit rate 4.4% among 360,000; further: potency means the concentration at half of the fitted maximal effect; on the % scale 0 is the no-effect control and ±100 the full control effect; nearly all actives have a fitted effect of over 60% in size
#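 BAZ2B 50 nM plus b-H3(5-23)K14Ac 50 nM, PBS pH 7.4/0.01% Tween-20, 30 min RT; compound added (max 110 uM), 30 min RT; streptavidin donor/Ni-chelate acceptor beads 10 ug/mL final, 20 min dark; AlphaScreen read.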
# Pin1 inhibitor: qHTS Assay to Find Inhibitors of Pin1 | Potency, µM (series often up to 115 µM), for the others: at the top dose activity, negative = inhibition, actives largely listed as inhibitors | Pin1 FP peptide displacement, HiFluor488, 10 min | Peptidyl-prolyl cis-trans isomerase NIMA-interacting 1 (Homo sapiens), Q13526 | hit rate 0.009% among 390,000 | AID 504891, 2011; active means well fitted inhibition curve with a large enough effect in the polarisation, with a control signal flat, not every such curve was filed as active; inconclusive means small, poorly fitted or top-dose-only effect, or effect the other way, or a change in a side signal; inactive means no such curve, though single readings can be large or run the other way; the % refers to the polarisation; further: potency means the concentration at half of the fitted maximal effect; on the % scale 0 is the no-effect control and ±100 the full control effect
# Target sequence (Q13526 whole entry, looked up): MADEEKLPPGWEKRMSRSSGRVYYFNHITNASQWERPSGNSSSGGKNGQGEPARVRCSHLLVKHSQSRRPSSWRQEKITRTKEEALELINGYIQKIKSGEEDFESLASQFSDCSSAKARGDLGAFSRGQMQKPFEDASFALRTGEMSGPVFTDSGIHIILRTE
# GLS inhibitor: qHTS for Inhibitors of Glutaminase (GLS). Glutaminase kidney isoform, mitochondrial (Homo sapiens), O94925. Potency, µM (highest dose often 45.5 µM), inactives show at the top dose activity change, negative = inhibition, usual class: inhibitors. hit rate 0.21% among 410,000. GLS enzymatic activity, qHTS titration; further: potency means the concentration at half of the fitted maximal effect; on the % scale 0 is the no-effect control and ±100 the full control effect
#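 hKGA; 45 mM KH2PO4 pH 8.2 + 0.02% Tween-20; cpd via pin tool; 1 mM Gln soln; GluOx/HRP/Amplex Red; RT 30 min; fluor. t0 & final.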
# PI4K2A block: qHTS for small molecular inhibitors of PI4K2A | Phosphatidylinositol 4-kinase type 2-alpha (Homo sapiens), Q9BTU6 | purified PI4K2A, ADP-Glo luminescence, 1 h; hits give low values | activity change, negative = inhibition, % at 76.9 µM | hit rate 0.13% among 420,000; in the data active means activity change below about -50%; inconclusive means mostly about -30% to -49%;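 further: -100% = wells without enzyme as full effect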
#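 Compounds are screened against recombinant PI4K2A using PI as substrate and ATP, the latter dispensed at 300 microM. Reactions run one hour at ambient temperature before ADP-Glo detection; full inhibition defined by wells lacking enzyme.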
# Tb PGK inh: qHTS Assay to Find Inhibitors of Phosphoglycerate Kinase | hit rate 0.043% among 380,000 | PGK/GAPDH coupled, Kinase-Glo luminescence, 60 min | Potency, µM (highest dose often 57.5 µM), for inactives: at the highest dose activity change, negative = inhibition, actives largely listed as inhibitors | Phosphoglycerate kinase, glycosomal (Trypanosoma brucei brucei), P07378; further: potency means the concentration at half of the fitted maximal effect; on the % scale 0 is the no-effect control and ±100 the full control effect; nearly all actives have a fitted effect of over 60% in size
# Target sequence (P07378 whole entry, looked up): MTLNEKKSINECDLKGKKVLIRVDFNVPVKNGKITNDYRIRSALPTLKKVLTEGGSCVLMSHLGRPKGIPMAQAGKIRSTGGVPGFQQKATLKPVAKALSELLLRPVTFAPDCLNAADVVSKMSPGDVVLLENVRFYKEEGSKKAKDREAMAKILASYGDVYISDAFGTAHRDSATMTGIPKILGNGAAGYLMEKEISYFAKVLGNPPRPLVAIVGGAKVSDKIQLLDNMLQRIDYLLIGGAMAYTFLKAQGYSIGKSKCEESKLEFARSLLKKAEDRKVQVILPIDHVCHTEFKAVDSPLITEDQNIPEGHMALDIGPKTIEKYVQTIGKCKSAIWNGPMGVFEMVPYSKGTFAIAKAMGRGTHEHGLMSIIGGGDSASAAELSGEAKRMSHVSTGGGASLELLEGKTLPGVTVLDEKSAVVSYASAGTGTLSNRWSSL
#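 Recombinant glycosomal PGK reaction used 1,3-bisphosphoglycerate generated in-well by GAPDH (100nM final) in 100mM TEA pH 7.6, 5mM MgCl2, 0.01% Tween-20. After 60 minutes at room temperature, ATP was read by Kinase-Glo Plus luminescence end-point.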
# * = called active by the depositor; i = inactive; ? = inconclusive; · = no result given; & = joins results of further samples; [ ] = dose if it differs, or a comment. Unless noted, the call rests on the fitted dose curve; in most records, active means well fitted curve in the direction sought with a large enough effect; inconclusive means small, poorly fitted or top-dose-only effect, or another doubt; inactive means no such curve, though single readings can be large; an effect the other way counts as inactive or inconclusive.
SMILES,HP1b binding inh,G9a inh,Pol eta inh,JMJD2A Tudor,BAZ2B block,Pin1 inhibitor,GLS inhibitor,PI4K2A block,Tb PGK inh
COc1ccc(-n2c(SCC(=O)NCC3CCCO3)nc3ccccc3c2=O)cc1Cl (stereo not drawn),·,·,-19%,·,·,·,2%,-2,3%
Cc1ccc(OCC(O)CN2CC3(C)CC2CC(C)(C)C3)cc1 (stereo not drawn),?,20µM*,-26%,1.1µM*,?,3%,15%,0,9%
O=C(NC(=O)c1ccccc1)Nc1ccccc1O,24%,20%,4%,-5%,-15%,25%,6%,4,-6%
COc1ccc(NC(=O)Nc2ccc(N3CCOCC3)c3nonc23)c(OC)c1,32%,?,-20%,3%,14%,14%,-1%,-8,3%
Cc1ccc(N(C)C(=O)c2cnc(N3CCOCC3)c3ccccc23)cc1C,24%[57 µM],9%[59 µM],-9%,-9%,-1%,5%,1%,2,6%
Cc1ccc2cc3cc(C(=O)NCCCN4CCCC4)oc3nc2c1,22%,79µM*,2%,?,-16%,?,9%,-7,-5%
O=C(COc1ccc(Cl)cc1)Nc1nc(-c2cccs2)cs1,37%,2%[59 µM],-4%,2%,5%,7%,10%,-8,7%
O=C(CNC(=O)c1ccc(Br)cc1)NCC(=O)OCC(=O)c1ccc(F)cc1,45%[activator],-8%,10%,-21%,-11%,-4%,-1%,0,-1%
CC1CCN(S(=O)(=O)c2ccc3c(c2)N(CC(=O)NCCCOC(C)C)C(=O)CO3)CC1,28%&26%,106%[activator],-7%&-8%,4%&-14%,-2%[57.1 µM],-3%&0%,0%&-11%,1&-3,-7%&-1%
COc1ccc(NC(=O)c2ccc3c(=O)n4nc(Nc5cc(C)ccc5C)sc4nc3c2)cc1,43%[activator],7%[59 µM],9%,-16%,-9%,4%,-10%,-1,-11%
Nc1nonc1-n1nnc(C(=O)N/N=C/c2ccccc2F)c1CN1CCOCC1,7%,·,-6%,-33%,·,40%[activator],2%,-3,-8%
CC(=O)Nc1ccc(S(=O)(=O)N2CCC(C(=O)NCCC(=O)NCc3ccccc3)CC2)cc1,-1%,77%[activator],-13%,-24%,-8%,6%,-6%,-3,-8%
CC1(C)Cc2c(cnn2-c2cccc(F)c2)C(NC(=O)CN2CCCC2=O)C1 (stereo not drawn),12%,·,6%,-6%,1%,-13%,5%,-1,2%
COc1cccc(NC(=S)N(C)C2CCN(C)CC2)c1,40%[activator],?,-12%,-11%,-4%,-1%,-1%,1,-3%
CCOC(=O)C1C(=O)NC(N2CCCCC2)=NC1c1ccccc1 (stereo not drawn),30%,-3%[12.7 µM],-9%,-12%,-4%,0%,·,-4,-1%
C=CCN(c1ccc(C(=O)N2CCCC2)cc1)S(C)(=O)=O,23%,10%[12.7 µM],-7%,-4%,-5%,2%,9%,8,-3%
O=C1NC(CCc2ccccc2)C(=O)N1CCOc1cccc(Br)c1 (stereo not drawn),67%[activator],33%[59 µM],-17%,-7%,0%,-11%,-8%,-6,i
COC(=O)c1nn(C23CC4CC(CC(C4)C2)C3)c2c1C(=O)N(c1ccc(F)cc1)C2=O,24%,34%[12.7 µM],-12%,-11%,-5%,-4%,5%,-4,-8%
Cc1cc(C)cc(C(=O)NCC(=O)N2CCN(c3cccc(Cl)c3)CC2)c1,8%,12%,-22%,-12%,-19%,3%,0%,1,-2%
Oc1ccccc1C=NCC(O)c1ccccc1 (stereo not drawn),30%,8%[59 µM],-6%,-5%,-5%,0%,-5%,1,-5%
COc1ccc2cc(CN(Cc3ccco3)C(=S)NCC3CCCO3)c(=O)[nH]c2c1 (stereo not drawn),34%,19%[12.7 µM],-22%,-7%,?,6%,7%,0,9%
Cc1oc(CSCCSCc2cc(C(=O)O)c(C)o2)cc1C(=O)O,48%[activator],-12%[0.501 µM],-20%,-1%,-12%,-6%,5%,-1,8%
CCC(=O)N1CCN(c2ccccc2NC(=O)COc2ccccc2Cl)CC1,22%,-2%[12.7 µM],4%,-24%,1%,-3%,4%,4,·
COc1ccc(CC(=O)Nc2ccccc2C(=O)N2CCOCC2)cc1,24%,-11%[59 µM],-17%,-10%,3%,-9%,2%,-5,i
CC1CCN(C(=O)CSc2nnc3ccc(-c4cccnc4)nn23)CC1,16%,-22%,-4%,-11%,4%,1%,9%,3,19%

# The last 2 records of the part before come first, to join the parts:
SMILES,HP1b binding inh,G9a inh,Pol eta inh,JMJD2A Tudor,BAZ2B block,Pin1 inhibitor,GLS inhibitor,PI4K2A block,Tb PGK inh
COc1ccc(CC(=O)Nc2ccccc2C(=O)N2CCOCC2)cc1,24%,-11%[59 µM],-17%,-10%,3%,-9%,2%,-5,i
CC1CCN(C(=O)CSc2nnc3ccc(-c4cccnc4)nn23)CC1,16%,-22%,-4%,-11%,4%,1%,9%,3,19%
COc1cccc(-c2nc(CS(=O)(=O)CC(=O)NC3CCCc4ccccc43)c(C)o2)c1 (stereo not drawn),40%[activator],?,-13%,-14%,-10%,15%,2%,1,5%
Oc1ccc(N2CCN(C(=S)NCc3ccccc3)CC2)cc1,-18%,10µM*,-9%,?,?,3%,23%,5,8%
Cn1ccnc1/C(=N\NC(=O)c1ccccc1)c1cccc([N+](=O)[O-])c1,3%,40µM*,-6%,-23%,-14%,-2%,-7%,0,i
COc1cc2c(=O)n(-c3ccc(C)cc3)c(=O)n(CC(=O)c3ccc4c(c3)OCO4)c2cc1OC,23%,-20%[12.7 µM],-17%,11%,-9%,-1%,-14%,1,-16%
COc1ccc(NC(=O)[C@H](Cc2ccccc2)N2Cc3ccccc3C2=O)cc1OC,21%,?,-8%,-16%,-9%,?,-2%,-5,7%
Cc1ccc(Nc2nc(C(=O)NCc3ccco3)cs2)cc1,-5%,?,-19%,?,?,?,9%,-2,0%
Fc1cccc(F)c1CN1CCN(c2ncccn2)CC1,8%,11%[59 µM],0%,?,4%,-9%,-4%,-2,0%
Cc1ccc2oc(-c3ccc(NC(=O)c4ccncc4)cc3O)nc2c1,30%,14%,11%,-14%[11.4 µM],3%,8%,5%,5,7%
Cc1cc(S(=O)(=O)N2CCCOC2CNC(=O)C(=O)NCCCN2CCOCC2)ccc1F (stereo not drawn),36%,·,-15%,-6%,-3%,-3%,-1%,-1,3%
Cc1cc(NC(c2cccnc2)c2ccc3cccnc3c2O)no1 (stereo not drawn),26%,35µM*,-3%,32µM*,7.9µM*,4%,26%,-9,0%
CN1Cc2ccccc2CC1CNCc1c(C(=O)N2CCCC2)nc2ccccn12 (stereo not drawn),26%,-13%,-16%,-11%,-31%,6%,-3%,1,1%
C=C1C(=O)C2=CC1CCC(=O)C1(C)CCC(OC(C)=O)C(C)(C)C1CC2O (stereo not drawn),38%,·,-17%,-3%,·,1%,4%,1,-2%
CCOC(=O)C1CCCN(S(=O)(=O)NC[C@H]2O[C@@H](n3cnc4c(N)ncnc43)[C@H](O)[C@@H]2O)C1 (stereo partly drawn),93%[activator],·,-8%,6%,·,4%,-8%,-8,i
O=C(Nc1ccc2c(c1)oc1ccccc12)c1ccc2c(c1)OCO2,29%,16%[59 µM],-12%,4%,-5%,8%,5%,-2,-2%
O=C(CN1C(=O)/C(=C\c2cccc(Br)c2)Oc2ccccc21)NCCCN1CCOCC1,58%[activator],17%[59 µM],-16%,45µM*,-6%,-2%,20%,4,0%
Cc1ccc(CN2CCN(Cc3ccon3)CC2CCO)cc1 (stereo not drawn),-8%,1%,-10%,-14%,3%,-5%,2%,0,-3%
CCCOc1ccc(C2/C(=C(/O)c3ccccc3)C(=O)C(=O)N2CCCN(C)C)cc1OC (stereo not drawn),55%,·,10%,-10%,·,1%,1%,8,-1%
O=C(c1cnn2c(C(F)(F)F)cc(-c3ccccc3)nc12)N1CCCCC1c1cccnc1 (stereo not drawn),-7%,15%[59 µM],-6%,-17%,-3%,-2%,-5%,-11,0%
COc1ccc(C(=O)Nc2ccc(-c3cc4ccccc4oc3=O)c(C)c2)cc1OC,37%,-35%[59 µM],·,-17%,0%,0%,-11%,2,·
NS(=O)(=O)c1ccc2nc(NC(=O)c3ccc4ncsc4c3)sc2c1,70%[activator],-4%,-1%,?,?,24%,7%,-1,2%
CCN(CC)C(=O)C1=C(C)N(Cc2ccc(OC)cc2)C(=O)C(CC(=O)NCc2cccs2)C1 (stereo not drawn),·,·,-2%,·,·,·,10%,0,-1%
C/C(=N\NC(=O)CSc1nc(C)cc(C)n1)c1ccc2c(c1)OCCO2,12%,-32%,1%,-16%,·,3%,1%,0,9%
CCOC(=O)N1CCC(NC(=O)c2ccc3c(c2)N(Cc2ccc(F)cc2)CCS3)CC1,40%[activator],?,-14%,-27%,-17%,8%,10%,4,i
CCc1ccc2oc(C(=O)N(Cc3cccc(Cl)c3)Cc3ccco3)c(C)c2c1,57%[activator],56%[activator][59 µM],-10%,44%[activator],11%,?,3%,-4,1%
COc1ccc(N2CCN(C(CNC(=O)C(=O)NCc3cccs3)c3ccco3)CC2)cc1 (stereo not drawn),-1%,40µM*,?,-8%[11.4 µM],?,5%,-15%,3,4%
Cc1ccc(NC(=O)C2CCN(S(=O)(=O)c3ccc4ccccc4c3)CC2)nc1,9%,-42%,-13%,-18%,?,0%,4%,1,4%

# Source: PubChem

# The list is partial, so the mix of outcomes need not match the whole.
